Screening results (PubChem)
HTT ATP protect = cytoprotection in Huntington HTT-Q103 PC12 cell model | PC12 HTT-Q103 induced, cytoprotection, ATP luminescence, 40 h | 0.14% of 230,000 active | AID 1471 | Potency, µM (titrated, usually from 56.4 µM), inactives show cytoprotection (ATP increase), actives largely listed as activators;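 further: potency means the concentration at half of the fitted maximal effect; % of control where 0% means no effect; nearly all actives have a fitted effect of over 45% in size; toxic huntingtin expression switched on by the ecdysone agonist tebufenozide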
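Compounds added alongside 100 nM tebufenozide, which induces toxic Q103 huntingtin exon 1-GFP in stable PC12 cells; surviving cells quantified by luminescent ATP measurement. Medium: phenol red-free DMEM, 5% equine and 5% calf serum.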
Lamin A splicing = changes lamin A minigene splicing in HeLa cells | HeLa LMNA splicing GFP/RFP minigene ratio, 48 h | 0.01% of 200,000 active | Potency, µM (top dose mostly 46.1 µM), without a hit: at the highest dose ratio change, negative = inhibition, most hits filed as inhibitors; active means well fitted inhibition curve with a large enough effect in the signal ratio, with a control signal flat, not every such curve was filed as active; inconclusive means small, poorly fitted or top-dose-only effect, or effect the other way, or a change in a side signal; the % refers to the signal ratio; further: potency means the concentration at half of the fitted maximal effect; on the % scale 0 is the no-effect control and ±100 the full control effect
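S3 HeLa cells stably expressing lamin A-EGFP splicing minigene plus DsRed2, 600 cells/well, 48 h compound exposure at 37C. Laser-scanning cytometry; analysed as GFP (500-530 nm)/RFP (575-640 nm) total intensity ratio; 0.5% DMSO vehicle.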
GAA inh = alpha-glucosidase (human) inhibition; P10253; purified human GAA, 4-MU-alpha-glucoside fluorescence; Potency, µM (top dose mostly 76.9 µM), inactives show at the highest dose activity change, negative = inhibition, hits mostly inhibitors; 0.005% of 200,000 active; AID 1466;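 further: potency means the concentration at half of the fitted maximal effect; plate controls were uninhibited enzyme wells for no effect and no-enzyme background for full effect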
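qHTS format, compound range up to 77 uM. Human lysosomal enzyme at 4 nM, 400 uM 4-MU glucoside substrate, pH 5.0, 20 min room temperature; fluorescence after alkaline stop gives activity normalized to controls.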
HTT aggregate = reduces HttQ103-GFP aggregates in PC12 cells | PC12 HttQ103-GFP aggregates, Acumen cytometry, 40 h | Potency, µM (titrated, usually from 46.1 µM), inactives show at the top dose activity change, negative = inhibition, hits mostly inhibitors | 1.1% of 220,000 active | AID 1688; further: potency means the concentration at half of the fitted maximal effect; on the % scale 0 is the no-effect control and ±100 the full control effect; nearly all actives have a fitted effect of over 60% in size
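Inducible Q103 Huntingtin exon 1–GFP PC12 line, 1500 cells/well in phenol red free DMEM with 5% equine and 5% calf serum. Tebufenozide 100 nM induced expression; compounds titrated; aggregates quantified by cytometry.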
aGlu spleen mod = inhibits or activates alpha-glucosidase in human spleen homogenate | AID 2112 | human spleen homogenate, 4-MU-alpha-glucoside fluorescence | P10253 | 0.006% of 240,000 active | Potency, µM (doses to about 79.9 µM), inactives show at the top dose activity change, negative = inhibition, actives largely listed as inhibitors;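 further: potency means the concentration at half of the fitted maximal effect; 0% = enzyme with vehicle and -100% = no enzyme basal signal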
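Human spleen homogenate (1 ug) with 4-methylumbelliferyl-alpha-D-glucopyranoside (1 mM final) in 50 mM citrate/phosphate pH 5.0, 0.01% Tween-20; 40 min at 37 C. Stopped at pH 10; 4-MU fluorescence Ex 365/Em 440 nm; AC50 by Hill fit.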
CBFb RUNX1 block = inhibitors of human CBF-beta and RUNX1 interaction | AlphaScreen CBFb-His/RUNX1-biotin binding, biochemical | Potency, µM (series often up to 59.8 µM), inactives show at the top dose activity, negative = inhibition, most hits filed as inhibitors | 230,000 tested, under 10 active | AID 1477; further: % of control where 0% means no effect
Target sequence (Q01196 whole entry, looked up): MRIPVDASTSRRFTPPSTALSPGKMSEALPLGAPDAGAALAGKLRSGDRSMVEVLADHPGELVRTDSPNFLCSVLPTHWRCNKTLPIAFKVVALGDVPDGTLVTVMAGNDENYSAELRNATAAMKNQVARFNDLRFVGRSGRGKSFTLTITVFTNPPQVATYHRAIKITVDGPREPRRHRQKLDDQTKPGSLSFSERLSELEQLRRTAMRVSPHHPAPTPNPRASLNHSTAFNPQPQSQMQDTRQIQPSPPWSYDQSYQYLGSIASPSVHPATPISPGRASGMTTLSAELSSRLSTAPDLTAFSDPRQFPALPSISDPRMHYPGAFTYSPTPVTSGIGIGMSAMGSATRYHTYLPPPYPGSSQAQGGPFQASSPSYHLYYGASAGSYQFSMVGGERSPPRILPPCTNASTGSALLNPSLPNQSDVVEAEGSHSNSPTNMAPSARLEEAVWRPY
Target sequence (Q13951 whole entry, looked up): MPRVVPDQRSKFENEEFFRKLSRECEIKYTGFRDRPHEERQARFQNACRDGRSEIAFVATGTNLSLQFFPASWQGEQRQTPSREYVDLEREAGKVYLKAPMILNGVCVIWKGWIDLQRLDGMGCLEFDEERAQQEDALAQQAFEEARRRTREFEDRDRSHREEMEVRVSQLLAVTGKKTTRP
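Interaction loss through any mechanism counts as activity. Pre-formed complex of His-CBF-beta and biotin-RUNX1 (30 nM apiece) is incubated with compound 15 min, then with 50 ng nickel and 50 ng streptavidin beads for 90 min before AlphaScreen detection.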
GAA glycogen mod = alters human alpha-glucosidase cleavage of glycogen | 0.38% of 300,000 active | P10253 | recombinant GAA, glycogen substrate, Amplex Red glucose oxidase fluorescence | Potency, µM (highest dose often 76.4 µM), for inactives: at the highest dose activity change, negative = inhibition, usual class: inhibitors;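 further: potency means the concentration at half of the fitted maximal effect; 0% = full enzyme reaction and -100% = no-enzyme basal signal; the screen sought inhibitors and activators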
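Natural-substrate format: glycogen cleavage by 4 nM human enzyme, glucose read by Amplex Red coupling (Ex 573, Em 610 nm). Normalized to enzyme and no-enzyme controls.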
* hit, by the source's call; u = inconclusive; x = no result given; [ ] = remark or other dose. Unless noted, the call rests on the fitted dose curve; in most records, active means well fitted curve in the direction sought with a large enough effect; inconclusive means small, poorly fitted or top-dose-only effect, or another doubt; inactive means no such curve, though single readings can be large; an effect the other way counts as inactive or inconclusive.

canonical_smiles | HTT ATP protect | Lamin A splicing | GAA inh | HTT aggregate | aGlu spleen mod | CBFb RUNX1 block | GAA glycogen mod
CCOC(=O)C1CCCN(c2cc(=O)n(Cc3ccc(F)cc3)c(=O)[nH]2)C1 (stereo not drawn) | -15.8% | 17.3% | -7.5% | -5.3%[9.22 µM] | -1.2% | 4.0% | 7.4%
O=C(COC(=O)C1CC2C=CC1C2)NCc1ccccc1Cl (stereo not drawn) | -1.8%[10 µM] | 13.2% | 6.5% | -13.1% | -1.7% | 12.3% | 2.1%
Cc1ccc(NC(=O)CN(C)Cc2cc(=O)n3ccsc3n2)cc1 | 4.4%[10 µM] | x | x | u | 2.5% | 3.0% | 3.0%
CC(C)NC(=O)c1onc(CSc2ccc(Cl)cc2)c1C(=O)O | -1.8% | u | -0.2% | -5.2% | -6.8% | -7.4% | 1.3%
Cc1ccc(-n2nnnc2SCC(=O)N(CC(C)C)c2c(N)n(CC(C)C)c(=O)[nH]c2=O)cc1 | -39.1%[inhibitor] | u | -18.0% | 6.5% | 1.8% | u | 5.7%
COc1ccccc1NC(=O)NCCN1C(=O)C2C3C=CC(C3)C2C1=O (stereo not drawn) | -3.3% | 8.2% | 4.7% | 9.1% | 1.3% | 4.8% | -2.1%
CCCCc1ccc(-c2csc(/C(C#N)=C/c3ccco3)n2)cc1 | 6.5%[10 µM] | -6.6% | -7.7% | -31.8% | 1.3% | 9.2% | -5.3%
CCOC(=O)C(/C=C(\C#N)C(=O)OCC)=C(/N)N1CCN(c2ccc(Cl)cc2)CC1 | -6.2% | -13.0% | -9.1% | 18.8% | -6.6% | -3.9% | -8.5%
O=C1c2cccc3c([N+](=O)[O-])ccc(c23)C(=O)N1CCc1ccccn1 | -16.9%[10 µM] | x | x | -14.0%[9.22 µM] | 5.2% | 7.4% | 0.9%
OC1(c2cccc(C(F)(F)F)c2)CCN(c2ncnc3c2[nH]c2ccccc23)CC1 | -6.5% | -1.2% | -4.0% | 9.8% | 3.5% | -1.2% | 6.2%
CCCN(CCC)c1nc(C#N)nc(N(CCC)CCC)n1 | u | x | -2.7% | 0.3% | -3.0% | 1.0% | -16.6%
CN(C(=S)NC(=O)C1(C)CC1(Cl)Cl)c1ccccc1 (stereo not drawn) | -5.2%[10 µM] | 10.8% | 9.4% | 2.7% | -1.0% | 0.9% | 0.2%
Cn1c(C(C(=O)NCC2CCCO2)N(C(=O)Cn2nnc3ccccc32)C2CCCCC2)nc2ccccc21 (stereo not drawn) | 8.8%[10 µM] | -7.7% | -8.2% | -1.5% | 2.9% | 11.9% | -4.8%
COc1ccc(/C=C/C(=O)c2ccc3c4c(cccc24)CC3)cc1OC | 2.8%[10 µM] | u | 2.2% | -4.9% | 0.1% | -5.3% | 0.4%
Cc1ccc(CCNC(=O)CS(=O)Cc2nc(-c3cccc(C)c3)oc2C)cc1 (stereo not drawn) | -10.2% | -17.4% | -4.3% | -6.0% | -7.0% | -2.3% | 2.7%
Cc1ccc(NS(=O)(=O)c2ccc(C)c(C(=O)N3CCN(C)CC3)c2)cc1 | 9.6%[10 µM] | 2.4% | -1.6% | 15.1%[9.22 µM] | -0.4% | 2.8% | -5.7%
Cc1ccc(C(=O)NC2CCCCNC2=O)cc1 (stereo not drawn) | -3.1%[10 µM] | x | x | -4.1%[9.22 µM] | -17.1% | 4.3% | 0.2%
Cc1ccc(SCC(=O)Nc2ccccc2C(=O)N2CCOCC2)cc1 | -24.4%[10 µM] | u | -2.5% | -23.8% | -7.7% | 1.3% | 10.2%
CC1(C)C2CC=C(/C=N/NC(=O)C3CC3)C1C2 (stereo not drawn) | -31.6%[inhibitor] | u | 3.6% | -6.4% | 0.3% | 8.2% | 2.9%
CCCCN1C(=O)C(=O)NC[C@@H]1C(C)O (stereo partly drawn) | -2.0%[10 µM] | x | x | 2.2%[9.22 µM] | -3.5% | u | 1.5%
Cc1ccccc1C(=O)NC(=S)Nc1ccc(S(=O)(=O)N2CCOCC2)cc1 | -10.8%[10 µM] | -8.6% | -3.0% | 9.2% | -4.9% | -8.7% | 4.7%
Oc1cccc(C2c3[nH]c4ccccc4c3CCN2Cc2ccc3c(c2)CCO3)c1 (stereo not drawn) | 4.1%[10 µM] | x | 1.8% | 4.2%[9.22 µM] | -0.7% | -12.0% | -18.8%
CC(=O)c1cccc(NC(=S)NCCCCc2ccccc2)c1 | 17.1%[10 µM] | u | -1.6% | u | -10.8% | 2.0% | -22.7%
CC(C)(O)CC[C@@H](O)[C@](C)(O)[C@H]1CC[C@@]2(O)C3=CC(=O)[C@@H]4C[C@@H](O)[C@@H](O)C[C@]4(C)C3CC[C@]12C (stereo partly drawn) | 14.8%[10 µM] | x | x | -8.3%[9.22 µM] | 1.7% | 1.0% | 15.8%
O=C(CN1CC(c2ccccc2)CC1=O)OCc1ccccc1F (stereo not drawn) | -10.0%[0.074 µM] | 1.6% | -2.6% | -24.8% | -3.5% | 7.9% | -12.2%
CCn1c(CC(=O)Nc2cccc(Cl)c2Cl)nnc1SCCOc1ccc(OC)cc1 | 6.3% | 5.0% | -11.7% | -5.7% | 1.9% | -6.1% | 8.6%
Cc1ccc2c(CC(=O)N3CCc4ccccc43)coc2c1 | -53.2%[inhibitor] | -3.3% | -3.6% | 8.1% | -0.3% | 10.2% | 0.1%
COc1ccc(CCNC(=O)COC(=O)C23CC4CC(CC(Br)(C4)C2)C3)cc1 | x | -0.8% | -4.3% | -4.9% | 5.0% | 13.3% | -7.1%
O=C(CCn1c(=O)oc2ccccc21)N1CCN(c2ccc(F)cc2)CC1 | 5.1% | -13.0% | -5.9% | 3.3% | -6.6% | 9.4% | -10.0%
Cc1ccc(S(=O)(=O)N(C)CC(=O)Nc2cccc3c2CCCC3)cc1 | 0.4% | -5.1% | -2.9% | 10.7% | -12.7% | -2.3% | -1.8%
CC1CCCO1 (stereo not drawn) | 11.0% | x | x | x | 3.2% | u | x
C=CCOC(=O)NC(c1ccc(F)c(F)c1)S(=O)(=O)c1ccc(Cl)cc1 (stereo not drawn) | 11.1% | x | x | x | -2.1% | -3.3% | x
CCOC(=O)c1ccc(-c2nnc(-c3ccc(Cl)cc3Cl)o2)cc1 | -2.4% | -2.4% | -1.6% | -12.3% | -7.2% | 7.3% | 7.3%
CCn1c(-c2c[nH]c3ccccc23)n[nH]c1=S | -3.6% | 0.7% | 0.1% | -1.5% | 1.9% | -1.4% | -5.2%
Clc1ccc2scc(CN3CCCCC3)c2c1 | x | 1.0% | -4.6% | -2.4% | -0.3% | 9.9% | 3.4%
CCCCCn1c(=O)[nH]c2cc(C(=O)O)ccc2c1=O | -16.2%[1.9 µM] | 16.6% | u | -0.5% | 0.8% | -8.2% | 10.9%
CC(O)C1C(=O)OC2(C)CC(C)(C)NC(=S)N12 (stereo not drawn) | -10.6%[10 µM] | -11.4% | -14.6% | 7.9% | -17.9% | 3.9% | 0.5%
CN1C(=O)CC(N2CCC(C(N)=O)(N3CCCCC3)CC2)C1=O (stereo not drawn) | 2.3%[0.074 µM] | 2.9% | 2.6% | 10.7% | 11.1% | 5.5% | 3.3%
O=C(CN1CCCCCC1)N1c2ccccc2Sc2ccccc21 | -11.6%[10 µM] | 1.9%[46 µM] | 5.7% | -3.2%[9.22 µM] | 2.6% | 0.2% | -9.4%
COc1ccc(C(=O)NCCSc2ccccc2)cc1OC | u | u | 0.6% | u | u | 5.2% | -17.7%
CN(Cc1ccco1)c1ncncc1-c1cccnc1 | -10.2% | 20.1% | x | x | 3.3% | x | x
CCOC(=O)CNS(=O)(=O)c1c(C)noc1C | 4.0%[10 µM] | -4.6% | -0.1% | 5.1% | -6.6% | 1.2% | 1.9%
COC(=O)c1oc2ccc(Cl)cc2c1NC(C)=O | -6.0%[0.074 µM] | -2.9% | -1.7% | -11.4% | -2.8% | 6.2% | -2.3%
Cc1cc(C)cc(OCC(=O)N2N=C(C(F)(F)F)CC2(O)C(C)(C)C)c1 (stereo not drawn) | 13.9%[10 µM] | -8.7% | 0.9% | u | 0.6% | 9.9% | -25.3%
O=C(Nc1nncs1)Oc1ccccc1 | -2.4%[10 µM] | 9.6% | 0.0% | 1.1% | -0.3% | 14.9% | 7.3%
NC(=O)c1c(NC(=S)Nc2ccccc2)sc2c1CCCC2 | -22.8% | u | 7.6% | 5.6% | -8.8% | 5.8% | u
Cc1ccc(CN2CCN(Cc3cccc(-n4cccn4)c3)CC2CCO)cc1 (stereo not drawn) | -50.3%[inhibitor] | x | -3.2% | -15.3% | -11.9% | 8.8% | 14.4%
CCCc1ccc(Oc2cc(C)nc(N3CCOCC3)n2)cc1 | -4.8% | 14.1% | -7.6% | -2.8% | -8.0% | -2.1% | 4.8%
CC(C)NC(=S)N/N=C1\CCCCC1C1CCCCC1 (stereo not drawn) | 11.4% | u | -10.1% | 10.6% | -11.8% | -13.1% | -6.1%
O/N=C/c1ccc(-c2ccccc2OC(F)(F)F)o1 | 13.0%[10 µM] | x | -13.7% | 4.4%[9.22 µM] | 0.3% | 10.9% | -11.3%
COc1ccc(C(=O)Nc2ccc(N3CCN(C)CC3)cc2)cc1[N+](=O)[O-] | x | 1.9%[46 µM] | -3.7% | 11.7% | -11.3% | 3.8% | 19.0%
Cc1ccc(C(=O)Nc2nc3ccccc3c(=O)s2)cc1 | 5.8% | 3.1% | -2.9% | 28.0% | -6.9% | -1.3% | -0.6%

Exported as labelled records: 2 of the compounds above
> O=C1c2cccc3c([N+](=O)[O-])ccc(c23)C(=O)N1CCc1ccccn1
  HTT ATP protect: -16.9%[10 µM]; Lamin A splicing: x; GAA inh: x; HTT aggregate: -14.0%[9.22 µM]; aGlu spleen mod: 5.2%; CBFb RUNX1 block: 7.4%; GAA glycogen mod: 0.9%
> CCn1c(CC(=O)Nc2cccc(Cl)c2Cl)nnc1SCCOc1ccc(OC)cc1
  HTT ATP protect: 6.3%; Lamin A splicing: 5.0%; GAA inh: -11.7%; HTT aggregate: -5.7%; aGlu spleen mod: 1.9%; CBFb RUNX1 block: -6.1%; GAA glycogen mod: 8.6%
